Source: PubChem
M5 PAM: positive allosteric modulators of human muscarinic M5 receptor. P08912. CHO-K1 hM5, Fluo-8 calcium, ACh EC20 PAM; 0% = ACh EC20, 100% = ACh EC100. activation, % at 3 µM. 0.3% of 360,000 active;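 active means activation above the run cutoff, the mean activation of all test compounds plus 3 SD, cut at about 18% in these data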
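system = human M5 receptor in CHO-K1 cells | compound = one concentration, 3 µM final (nominal) | schedule = Post-acetylcholine fluorescence recording 140 s | signal = Fluo-8 calcium dye fluorescence, kinetic read | benchmarks = low control EC20 acetylcholine (0%), high control EC100 acetylcholine (100%) | repeats = singlicate, one well per test compound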
CHRM5 agonist: CHRM5 agonism in calcium assay | P08912 | CHO-K1 hM5 cells, Fluo-8 calcium fluorescence; 0% DMSO wells, 100% maximal acetylcholine response | activation, % at 3 µM | 0.19% of 360,000 active | AID 624037;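 active means activation above the run's mean over test compounds plus 3 SD, cut at about 23% in these data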;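 further: signal is peak over basal fluorescence ratio across the kinetic read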
CHO-K1 Ca PAM: M1 PAM counterscreen hit in parental CHO-K1 cells | ATP EC20, Fluo-8 calcium fluorescence; 0% at ATP EC20, 100% at ATP max | activation, % at 3 µM | 0.02% of 360,000 active | AID 602247;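 active means activation above the run cutoff, the mean activation of all test compounds plus 3 SD, cut at about 40% in these data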;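 further: peak over basal fluorescence ratio in a 140 s read after ATP addition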
M4 PAM: CHRM4 positive allosteric modulation; 0.4% of 360,000 active; AID 624126; activation, % at 3 µM; P08173; CHO-K1 hM4/Gqi5, Fluo-8 calcium fluorescence, ACh EC20; 0% = ACh EC20, 100% = maximal ACh;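 active means activation above its plate's cutoff, the mean activation of sample wells plus 3 SD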; further: some results filed as inactive read as strong as hits
Target sequence (P08173 whole entry, looked up): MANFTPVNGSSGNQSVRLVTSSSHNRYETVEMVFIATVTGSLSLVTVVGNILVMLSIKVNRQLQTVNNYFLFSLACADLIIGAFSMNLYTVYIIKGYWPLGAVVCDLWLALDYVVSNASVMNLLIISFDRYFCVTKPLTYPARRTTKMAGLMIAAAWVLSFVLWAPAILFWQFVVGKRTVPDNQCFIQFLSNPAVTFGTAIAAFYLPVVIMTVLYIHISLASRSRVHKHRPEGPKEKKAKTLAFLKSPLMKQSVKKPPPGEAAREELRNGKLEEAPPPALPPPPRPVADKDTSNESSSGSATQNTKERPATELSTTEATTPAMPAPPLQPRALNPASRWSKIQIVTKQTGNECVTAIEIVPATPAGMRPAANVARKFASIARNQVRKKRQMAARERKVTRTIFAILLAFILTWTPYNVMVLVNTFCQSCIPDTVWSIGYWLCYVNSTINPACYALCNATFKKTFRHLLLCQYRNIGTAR
CRFR2-BP ag: CRF-BP/CRF-R2 complex agonism. HEK293 CRF-R2/CRF-BP, calcium dye fluorescence (FLIPR); percent of saturating CRF peptide response. activation, % at 13.2 µM. 0.46% of 350,000 active;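 active means activation of at least 50%, plus an integration ratio under a set limit after plate pattern correction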;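 further: plate controls were neutral control wells without compound for no effect and CRF at EC100 for full effect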
CHRM5 antagonist: CHRM5 antagonism in calcium assay; P08912; CHO-hM5 cells, Fluo-8 calcium fluorescence, ACh EC80; inhibition, % at 3 µM; 0.59% of 360,000 active;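 active means inhibition above a per-plate cutoff, the mean of that plate's test compounds plus 3 SD, cut at about 27% in these data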;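 further: 0% = acetylcholine EC80 with DMSO and 100% = DMSO without agonist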
TAAR1 antagonist: antagonists of human TAAR1. CHO RD-HGA16 TAAR1, Fluo-8 calcium fluorescence, antagonist. inhibition, % at 3 µM. 1.5% of 360,000 active. AID 624466;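 active means inhibition above a per-plate cutoff, the mean inhibition of test compounds on that plate plus 3 SD, cut at about 49% in these data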;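 further: 0% = DMSO plus EC80 beta-PEA response and 100% = DMSO alone without agonist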
Target sequence (Q96RJ0 whole entry, looked up): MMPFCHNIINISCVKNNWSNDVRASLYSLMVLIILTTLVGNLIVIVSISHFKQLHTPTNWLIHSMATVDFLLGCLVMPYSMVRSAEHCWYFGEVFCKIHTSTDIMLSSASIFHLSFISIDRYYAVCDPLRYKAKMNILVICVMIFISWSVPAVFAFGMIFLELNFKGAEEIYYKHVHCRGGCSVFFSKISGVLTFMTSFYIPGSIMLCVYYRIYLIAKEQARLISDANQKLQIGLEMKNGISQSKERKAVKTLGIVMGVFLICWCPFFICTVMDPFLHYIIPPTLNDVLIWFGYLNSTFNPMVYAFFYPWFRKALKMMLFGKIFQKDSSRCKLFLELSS
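System: CHO RD-HGA16 cells bearing hTAAR1. Reagent: EC80 β-phenethylamine stimulus. Schedule: seeding 17-24 h prior, 75-min 37 °C, 30-min RT dye loading. Signal: Fluo-8 intracellular calcium dye fluorescence, real-time kinetic reads. Read-out: % inhibition from peak post-agonist over basal fluorescence ratio. Benchmarks: vehicle wells and EC80 agonist wells. Replicates: n of 1.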
CRFR2-BP antag: CRF-BP/CRF-R2 complex antagonism. HEK293 CRF-R2/CRF-BP, CRF-induced calcium fluorescence. inhibition, % at 11.8 µM. 0.59% of 350,000 active. AID 588475;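 active means inhibition of the ligand-induced calcium signal above about 50% at the single tested concentration, limit read from the data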
TAAR1 ag: agonists of human TAAR1; CHO RD-HGA16 TAAR1, Fluo-8 calcium fluorescence; vehicle wells 0%, saturating PEA agonist 100%; activation, % at 3 µM; 0.99% of 360,000 active; AID 624467;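 active means activation above the mean activation of all test compounds in the run plus 3 SD, cut at about 38% in these data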
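System: CHO RD-HGA16 cells carrying human TAAR1 plus Gα16; Incubation: 17-24 h seeding, 75 min 37 °C dye, 30 min RT; Measured by: Fluo-8 fluorescence, 5 s baseline then 140 s kinetic read; Control set: DMSO and PEA EC100; Replication: single well for each compound.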
* hit, by the source's call; . = no result given.

1) NC(=O)Nn1c(CCC(=O)O)ccc1-c1ccc(Br)cc1
2) O=C(COC(=O)c1ccc(Br)cc1)NCC1CCCO1 (stereo unspecified)
3) CC(=O)Nc1ccc(S(=O)(=O)NCc2ccc(C(=O)N3CCOCC3)cc2)cc1
4) CCCS(=O)(=O)NC(=O)C1(C)CCCN(C(=O)C(C)(C)Oc2ccc(Cl)cc2)C1 (stereo unspecified)
5) COc1ccccc1C(=O)NCCOc1ccc(C(C)(C)C)cc1

assay / entry	1	2	3	4	5
CRFR2-BP ag	-1.1	-3.3	0.2	.	0.2
CHO-K1 Ca PAM	11	3	1	11	13
CHRM5 agonist	1	1	-4	0	-7
M5 PAM	-4	-17	1	-2	-14
M4 PAM	-9	-6	2	2	-11
TAAR1 ag	4	1	1	0	1
TAAR1 antagonist	4	-9	-1	-27	28
CRFR2-BP antag	6	10	-7	.	-8
CHRM5 antagonist	9	19	1	5	10

6) S=c1[nH]nc(-c2cccc(Cl)c2)n1CCN1CCCCC1
7) O=C(CSc1ccccn1)Nc1cccc([N+](=O)[O-])c1
8) CC1(C)NC(=O)N(CC(=O)O)C1=O
9) Cc1nc(SCC(=O)CC(=O)OC(C)C)c(C#N)c(C)c1C
10) CCOC(=O)C1(CC)NC(c2ccco2)C2C(=O)N(c3ccc(C)cc3)C(=O)C21 (stereo unspecified)

assay / entry	6	7	8	9	10
CRFR2-BP ag	-5.0	-4.5	0.5	-1.3	0.9
CHO-K1 Ca PAM	-9	-2	20	-6	0
CHRM5 agonist	-4	0	1	-4	1
M5 PAM	-5	-7	3	-8	6
M4 PAM	5	-1	4	5	11
TAAR1 ag	5	1	6	10	2
TAAR1 antagonist	-17	-1	-16	7	-3
CRFR2-BP antag	9	-4	8	4	-16
CHRM5 antagonist	6	12	2	7	5

4 records drawn at random from those above, as already listed:
9) Cc1nc(SCC(=O)CC(=O)OC(C)C)c(C#N)c(C)c1C
8) CC1(C)NC(=O)N(CC(=O)O)C1=O
7) O=C(CSc1ccccn1)Nc1cccc([N+](=O)[O-])c1
10) CCOC(=O)C1(CC)NC(c2ccco2)C2C(=O)N(c3ccc(C)cc3)C(=O)C21 (stereo unspecified)

assay / entry	9	8	7	10
CRFR2-BP ag	-1.3	0.5	-4.5	0.9
CHO-K1 Ca PAM	-6	20	-2	0
CHRM5 agonist	-4	1	0	1
M5 PAM	-8	3	-7	6
M4 PAM	5	4	-1	11
TAAR1 ag	10	6	1	2
TAAR1 antagonist	7	-16	-1	-3
CRFR2-BP antag	4	8	-4	-16
CHRM5 antagonist	7	2	12	5

Other compounds.
11) CC(=O)c1ccc(N(CC(=O)NC2CCCC2)C(=O)CNC(=O)c2ccco2)cc1
12) COc1ccc2oc(=O)cc(CN3CCOCC3)c2c1
13) CC1(C)CC(=O)C=C(c2ccc(COC(=O)Cc3ccccc3)cc2)C1=O
14) CCS(=O)(=O)N1CCC(C(=O)NCCCN2CCC(Cc3ccccc3)CC2)CC1
15) CCOc1ccc(N(CC(=O)Nc2ccccc2C(=O)N2CCCC2)S(C)(=O)=O)cc1

assay / entry	11	12	13	14	15
CRFR2-BP ag	2.1	0.1	-1.0	-1.4	-0.9
CHO-K1 Ca PAM	20	7	25	19	15
CHRM5 agonist	-3	1	0	-4	0
M5 PAM	7	0	1	4	0
M4 PAM	4	-1	-4	-7	0
TAAR1 ag	4	0	2	-1	3
TAAR1 antagonist	15	1	16	7	3
CRFR2-BP antag	10	11	-12	7	8
CHRM5 antagonist	0	0	-8	-6	3

16) CCCCC(=O)N1CCCC(C)C1 (stereo unspecified)
17) O=C(C[n+]1cc(-c2ccc(F)cc2)n2c1CCC2)Nc1nc(-c2ccccc2)cs1
18) COC(=O)C1OCOC2C(C(=O)OC)OCOC12 (stereo unspecified)
19) CC1(C(=O)NS(=O)(=O)C2CC2)CCCN(C(=O)C2(c3ccc(Cl)cc3)CCCC2)C1 (stereo unspecified)
20) COc1ccc([C@H]2/C=C\CN(C(=O)C3CCCC3)[C@@H](C)C(=O)N2Cc2ccc(F)cc2)cc1

assay / entry	16	17	18	19	20
CRFR2-BP ag	0.5	-0.3	-0.8	.	-0.3
CHO-K1 Ca PAM	-9	26	12	15	5
CHRM5 agonist	-4	-9	0	-1	1
M5 PAM	2	1	0	2	-1
M4 PAM	4	1	6	-4	-5
TAAR1 ag	4	2	3	0	10
TAAR1 antagonist	-5	-8	-3	0	8
CRFR2-BP antag	0	14	-7	.	10
CHRM5 antagonist	8	4	15	1	3

21) Cc1ccc(/C=c2\s/c(=C(/C#N)C(=O)N3CCCC3)n(Cc3ccco3)c2=O)s1
22) O=C1c2ccccc2S(=O)(=O)c2cc(N3CCN(c4ccccn4)CC3)ccc21
23) CN(CC(=O)Nc1ccccc1Cl)C(=O)c1ccc(-c2cccc(C(F)(F)F)c2)o1
24) COc1ccc(C(=O)OCC(=O)NCc2ccc3c(c2)OCO3)cc1S(=O)(=O)N1CCOCC1
25) COc1ccc(C2C(C(=O)C(C)(C)C)=C(O)C(=O)N2Cc2ccccc2)cc1 (stereo unspecified)

assay / entry	21	22	23	24	25
CRFR2-BP ag	2.6	3.3	-1.5	1.1	0.2
CHO-K1 Ca PAM	3	3	-7	8	4
CHRM5 agonist	2	2	2	1	-1
M5 PAM	-7	-1	-4	5	-7
M4 PAM	-8	12	6	3	17
TAAR1 ag	7	8	3	4	1
TAAR1 antagonist	-6	4	-19	-26	-3
CRFR2-BP antag	-18	-4	-9	-4	8
CHRM5 antagonist	5	6	3	5	-5

Structures listed so far containing a COOH group (2):
1) NC(=O)Nn1c(CCC(=O)O)ccc1-c1ccc(Br)cc1
8) CC1(C)NC(=O)N(CC(=O)O)C1=O

assay / entry	1	8
CRFR2-BP ag	-1.1	0.5
CHO-K1 Ca PAM	11	20
CHRM5 agonist	1	1
M5 PAM	-4	3
M4 PAM	-9	4
TAAR1 ag	4	6
TAAR1 antagonist	4	-16
CRFR2-BP antag	6	8
CHRM5 antagonist	9	2

Continuation:
26) [O-][n+]1onc2c1CCC1N(O)C(c3ccccc3)CC21O (stereo unspecified)
27) CC(C)CC(NC(=O)c1ccccc1)C(=O)N/N=C/c1ccco1 (stereo unspecified)
28) CC(C)(C)c1nnc(NC(=O)c2cc(-c3ccccc3)nc3ccccc23)s1
29) NC(=O)c1cccc(C(N)=O)n1
30) CCOc1ncccc1C(=O)Nc1nc(C(C)(C)C)cs1

assay / entry	26	27	28	29	30
CRFR2-BP ag	0.2	178*	0.5	2.5	-0.7
CHO-K1 Ca PAM	11	10	3	-12	14
CHRM5 agonist	3	0	-3	2	0
M5 PAM	7	5	2	3	9
M4 PAM	10	9	-3	-5	6
TAAR1 ag	5	26	14	0	6
TAAR1 antagonist	13	11	24	9	-24
CRFR2-BP antag	-4	-128	-33	2	-1
CHRM5 antagonist	0	-6	10	3	-12

31) CCCc1ccc2oc(C(=O)NCc3nnc(C)o3)c(C)c2c1
32) CCc1nc2c(OCc3cccc(Cl)c3)cccn2c1N(C)C(=O)c1ccncc1
33) COc1cc(OC)cc(C(=O)Nc2ccc(C(=O)Nc3ccccc3OC)cc2)c1
34) Cc1ccc(NCc2nnc(SCC(=O)N(Cc3ccccc3)C(C)(C)C)o2)c(C)c1
35) CCC(C)C1C(C#N)=C(N)OC2=C1C(=O)CC(C)(C)C2 (stereo unspecified)

assay / entry	31	32	33	34	35
CRFR2-BP ag	-2.0	.	-0.1	-1.3	-3.3
CHO-K1 Ca PAM	-10	16	8	19	16
CHRM5 agonist	-4	-1	-2	-4	1
M5 PAM	6	0	-11	-10	2
M4 PAM	8	3	-7	3	4
TAAR1 ag	-2	2	11	8	-1
TAAR1 antagonist	-15	-7	56*	16	1
CRFR2-BP antag	16	.	-9	1	-4
CHRM5 antagonist	-4	-2	17	0	-6

36) Cc1nnsc1-c1c(C(=O)N2CCOCC2)c(C)nn1-c1ccccc1
37) O=C(CSc1nnc(NC(=O)c2ccccc2[N+](=O)[O-])s1)NC1CCCC1
38) COc1cccc(CNS(=O)(=O)c2cc3c4c(c2)CCC(=O)N4CCC3)c1
39) Cc1nc2ccccc2n1CCc1nc2c3ccccc3nc(=S)n2[nH]1
40) O=C(Nc1ccc(F)cc1)c1ccccc1F

assay / entry	36	37	38	39	40
CRFR2-BP ag	-2.6	-3.8	3.5	-1.2	0.7
CHO-K1 Ca PAM	13	-20	-17	-1	13
CHRM5 agonist	1	-5	4	-3	0
M5 PAM	0	-1	-5	-4	3
M4 PAM	-6	4	6	-2	2
TAAR1 ag	1	13	5	16	9
TAAR1 antagonist	-24	-33	0	-6	-2
CRFR2-BP antag	-3	8	-7	-7	6
CHRM5 antagonist	6	6	2	5	-2

41) CCn1nc(NC(=O)c2ccncc2)c2cc3cccc(C)c3nc21
42) COc1cccc(C(=O)N2CCn3c2nc2ccccc23)c1
43) CCn1c(-c2cc(-c3ccc(C)cc3)nc3ccccc23)n[nH]c1=S
44) CN(C)c1cccc(C(=O)OCC(=O)NCc2ccco2)c1
45) CCN1/C(=N\N)c2cccc3cccc1c23

assay / entry	41	42	43	44	45
CRFR2-BP ag	1.3	-1.9	-0.2	-0.6	2.5
CHO-K1 Ca PAM	5	20	21	16	10
CHRM5 agonist	3	2	-12	-5	12
M5 PAM	4	2	-32	-3	8
M4 PAM	7	-3	4	3	-5
TAAR1 ag	8	0	4	7	9
TAAR1 antagonist	-2	7	16	-7	8
CRFR2-BP antag	-15	8	0	6	-12
CHRM5 antagonist	-10	3	98*	-8	7

46) CSc1ccccc1OCc1cc(C(=O)NC(C)Cn2cncn2)no1 (stereo unspecified)
47) Cc1cn(C2CC(O)C(CO)O2)c(=O)n(Cc2ccccc2)c1=O (stereo unspecified)
48) CNCCCOc1ccc2c(c1)CCC2
49) CCCCc1c(O)nc(SCC(=O)c2ccccc2)n(-c2ccccc2OC)c1=O

assay / entry	46	47	48	49
CRFR2-BP ag	-1.1	5.8	-0.9	-1.9
CHO-K1 Ca PAM	8	-1	-1	-7
CHRM5 agonist	-3	1	-7	2
M5 PAM	4	-5	-1	3
M4 PAM	5	2	-4	-3
TAAR1 ag	3	1	6	0
TAAR1 antagonist	-27	-9	2	-48
CRFR2-BP antag	8	-18	-11	19
CHRM5 antagonist	1	5	-2	9
